# Screening data deposited in PubChem BioAssay by several laboratories.
# DSG3 Ab inh: blocks pemphigus antibody binding to human desmoglein-3; P32926; DSG3-coupled beads, scFv-anti-DSG3-GFP binding, flow cytometry; active compounds read low; binding (percent of control), % at 10 µM; 0.48% of 310,000 active;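 active = binding more than 3 SD below its plate's average and above zero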;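 note: hits lower antibody fragment binding to DSG3; some compounds called inactive have numbers as strong as hits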
# PfHsp90 yeast 2: growth inhibition of yeast expressing Plasmodium Hsp90; inhibition, % at 9.4 µM; AID 504621; 0.32% of 310,000 active; S. cerevisiae expressing PfHsp90, BacTiter-Glo ATP, 48 h; yeast lacking PDR1 and PDR3 efflux regulators;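 active = every replicate shows inhibition above about 80%, whatever the replicate mean, limit read from the data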;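 note: 0% = DMSO neutral controls and 100% = 20 µM radicicol positive controls; yeast relying on Plasmodium falciparum Hsp90 in place of its own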
# MOR-DOR inv ag: inverse agonist of human OPRM1-OPRD1 heterodimerization. P35372+P41143. 0.21% of 340,000 active. cell-based MOR-DOR heterodimer luminescence, inverse agonism. AID 504357. inhibition, % at 9.3 µM; in the data active = inhibition above about 22%, passing the limit was not always enough;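 note: 0% = cells with DMSO and 100% = wells without cells with DMSO; values of inactives mirror those of a sister screen read the other way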
# Target sequence (P35372 whole entry, looked up): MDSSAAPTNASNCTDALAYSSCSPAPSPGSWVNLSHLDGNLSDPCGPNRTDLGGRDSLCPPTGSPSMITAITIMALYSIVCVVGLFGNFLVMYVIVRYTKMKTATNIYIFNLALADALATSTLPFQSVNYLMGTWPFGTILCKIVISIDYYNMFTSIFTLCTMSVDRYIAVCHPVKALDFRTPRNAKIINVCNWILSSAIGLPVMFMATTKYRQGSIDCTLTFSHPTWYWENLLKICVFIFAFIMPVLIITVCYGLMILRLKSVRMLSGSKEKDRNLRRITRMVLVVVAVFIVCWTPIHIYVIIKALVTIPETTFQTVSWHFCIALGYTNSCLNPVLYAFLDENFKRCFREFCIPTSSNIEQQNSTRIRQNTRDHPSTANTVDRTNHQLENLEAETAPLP
# Target sequence (P41143 whole entry, looked up): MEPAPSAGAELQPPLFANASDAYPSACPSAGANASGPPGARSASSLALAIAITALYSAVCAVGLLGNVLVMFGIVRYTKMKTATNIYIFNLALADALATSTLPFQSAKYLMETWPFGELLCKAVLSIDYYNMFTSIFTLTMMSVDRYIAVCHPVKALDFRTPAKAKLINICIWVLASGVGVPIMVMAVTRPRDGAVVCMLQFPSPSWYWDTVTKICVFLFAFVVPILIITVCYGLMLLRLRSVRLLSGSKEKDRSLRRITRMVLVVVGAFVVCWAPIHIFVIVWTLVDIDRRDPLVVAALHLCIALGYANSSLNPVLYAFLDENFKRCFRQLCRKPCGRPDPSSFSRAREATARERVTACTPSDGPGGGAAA
# phage Ecoli inh: E. coli growth loss with phage present; growth absorbance; inhibition, % at 11.9 µM; 0.26% of 360,000 active; in the data active = inhibition above about 11%
# PKA-R1A activ: PKA-R1A complex activation. P00514+P68181. activation, % at 11.4 µM. AID 504707. 0.083% of 340,000 active. PKA-R1A dissociation, Cy5-IP20 fluorescence polarization; scaled: DMSO 0%, 113 µM cGMP 100%;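 active = percent activation above the mean of all tested compounds plus 3 SD, cut at about 19% in these data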;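 note: higher means more PKAc released from R1A so a rise in polarization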
# Tat transport: blocks Tat-dependent protein export in E. coli | E. coli MC4100 TorA-mCherry Tat export, fluorescence | inhibition, % at 10 µM | 0.036% of 340,000 active;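 active = mean replicate inhibition at least 50% and at least half of replicates individually reaching 50%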;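 note: exported cargo escapes ClpAP degradation while cytoplasmic cargo is degraded and loses fluorescence; 0% = median of neutral control wells and 100% = median of NaSCN control wells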
# MOR-DOR ag: OPRM1-OPRD1 heterodimerization agonism; cells, luminescence; activation, % at 9.3 µM; 0.3% of 340,000 active; AID 504326; in the data active = activation above about 18%;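 note: 0% = vehicle-treated cells and 100% = reference agonist; values of inactives mirror those of a sister screen read the other way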
# Ecoli viability: reduces bacterial viability in AddAB counter-screen. 0.27% of 330,000 active. inhibition, % at 11.9 µM. E. coli V3065 growth, OD600 absorbance, 18 h;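 active = inhibition above the campaign's mean inhibition across all tested compounds plus 3 SD, cut at about 9.9% in these data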;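 note: uninfected addAB+ strain grown without phage in ampicillin broth; 0% = DMSO wells and 100% = ciprofloxacin 0.95 µg/ml wells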
# Mot1-301 SUMO: blocks SUMOylation pathway, rescuing yeast Mot1-301 growth; S. cerevisiae Mot1-301 growth rescue, ATP luminescence, 38.5C; percent above DMSO median, 100 means doubled; growth rescue, % at 18.8 µM; 1% of 320,000 active;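 active = every valid replicate shows activation above 250% relative to neutral control wells; inactive = the rest, any valid replicate at or below 250%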;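 note: OY570 slx delta 5 strain wells were the positive control but not used for scaling; some compounds called inactive have numbers as strong as hits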
# Arrestin-AP2 inh: blocks beta-arrestin peptide binding to AP2 adaptin; inhibition, % at 10 µM; FITC-arrestin peptide / GST-AP2 beads, flow cytometry; AP2 beta2 appendage carries R879A mutation; 0.31% of 340,000 active;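 active = inhibition above a set limit, near 3 SD of compounds lacking own fluorescence, cut at about 54% in these data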;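 note: plate controls were DMSO wells for no effect and 5 µM unlabelled arrestin peptide for full effect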
#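 System: GST-AP2 R879A glutathione beads. Medium: PBS with 0.05% Tween 20 and 0.1% BSA. Also added: FITC-arrestin peptide, 50 nM. Incubation: 12 min plus 1 h, RT. Measured by: high-throughput flow cytometry of beads, ex 488, em 535 nm. Evaluation: percent drop in bead-associated FITC signal.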
# AddAB inh: less growth of phage-infected E. coli with AddAB; E. coli expressing H. pylori AddAB, absorbance growth; inhibition, % at 11.9 µM; 0.29% of 330,000 active; AID 435030; in the data active = inhibition above about 12%;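 note: 0% = vehicle wells of infected cells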
# Starred values were filed as active, the others as inactive; / = not tested or not shown. Not all compounds are listed; count on the stated rates, not on these rows.
# The line under a structure holds: DSG3 Ab inh	PfHsp90 yeast 2	MOR-DOR inv ag	phage Ecoli inh	PKA-R1A activ	Tat transport	MOR-DOR ag	Ecoli viability	Mot1-301 SUMO	Arrestin-AP2 inh	AddAB inh
Cc1ccc(N(C)C(=O)Oc2ccc(C(=O)c3ccc(Cl)cc3)cc2)cc1
 : 103	9	11	-0.5	2	0	-1.9	1.4	0	-7	5.2
O=C(c1cccc2ccccc12)C1CCCN(C2CCC2)C1 (stereo unspecified)
 : 102	5	4	6.2	-1	9	-0.7	-0.3	102	-6	2.4
CCOC(=O)[C@]12Cc3cc4c(cc3[C@H]1N(Cc1ccccc1)C(=O)c1ccccc12)OCO4
 : 99	-28	18	2.3	-2	1	-3.4	/	/	16	/
Clc1ccc(C2N3CCCN23)c(Cl)c1 (stereo unspecified)
 : 107	-1	0	2.7	3	-4	0.0	-2.2	-7	3	-0.1
CCn1c(O)c(C=Nc2ccc(S(N)(=O)=O)cc2)c(=O)n(CC)c1=S
 : 89	5	-2	1.6	11	-1	0.4	-1.0	3	-3	6.9
CN1CCC(N2CC3CC(C2)c2cccc(=O)n2C3)CC1 (stereo unspecified)
 : /	9	8	0.2	-4	1	-1.4	-1.1	-9	-1	-0.2
O=C(O)c1ccc(Cl)nc1
 : 85	/	-6	2.8	-7	-7	0.8	-2.5	-1	-4	2.2
Cn1cc(C(=O)OCC(=O)NC2CCCCC2)c2ccccc21
 : 110	-2	9	-0.6	6	-13	-2.2	-1.4	-16	-5	0.2
CN(C)c1ccc(/C=C/C=C2/C(=O)NC(=O)N(c3ccccc3)C2=O)cc1
 : 97	27	15	1.5	-3	-10	-3.3	/	/	7	/
CCn1cc(C(=O)N2CCC3(CC2)OCCO3)c(=O)c2cc(S(=O)(=O)N3CCCC3)ccc21
 : 104	21	-1	-0.2	-3	2	0.1	0.7	4	10	0.8
CCOP(=O)(OCC)C(O)c1ccc2c(c1)OCO2 (stereo unspecified)
 : /	-7	9	-1.8	-1	5	-1.7	-2.0	0	-13	-1.0
CCOC(=O)c1ccc(N=Cc2c(O)n(-c3ccc(OC)cc3)c(=S)[nH]c2=O)cc1
 : 100	-11	4	2.4	-8	-2	-0.6	-1.6	-2	9	4.5
Cc1ccc(-n2c(O)c(C=NCC3CCCO3)c(=O)[nH]c2=O)c(C)c1 (stereo unspecified)
 : /	-25	15	2.1	2	-5	-3.0	-1.1	126	-4	0.0
CC(C)CNP(=S)(c1ccccc1)C(C)(C)C (stereo unspecified)
 : 91	-7	9	0.0	-13	0	-1.8	-0.1	29	-6	1.5
C[C@]12CC[C@H](N)CC1=CCC1C2CC[C@@]2(C)C1CC[C@@H]2O (stereo partly specified)
 : 105	3	7	-0.2	0	-10	-1.4	-0.3	20	6	-1.1
O=c1[nH]c(=O)n(Cc2ccco2)c(O)c1C=NCCN1CCOCC1
 : 101	-4	16	2.1	-13	-4	-2.9	0.2	-7	8	3.2
COc1cccc(C(=O)C2CCCN(Cc3ccon3)C2)c1 (stereo unspecified)
 : 105	16	13	5.5	-10	-1	-2.2	-0.6	-2	-11	0.2
COc1cc(C2c3cc(O)c(OC)cc3CC3C(=O)OCC32)ccc1O (stereo unspecified)
 : 102	36	12	0.8	-18	-5	-2.3	/	/	-3	/
COC(=O)C1=C(c2ccc(S(C)(=O)=O)cc2)C[C@@H]2CC[C@H]1N2C(=O)N1CCCCC1
 : 103	-15	11	2.5	2	3	-1.8	1.5	81	18	4.4
COP(=O)(OC)C(NC(=O)/C=C/c1ccccc1)C(Cl)(Cl)Cl (stereo unspecified)
 : 97	-10	10	4.0	-1	-4	-2.0	-0.7	-4	36	-0.3
COc1cccc(-c2nn(Cc3ccccc3)cc2C(=O)O)c1
 : 94	-33	13	-0.1	-5	1	-1.9	2.5	46	-9	1.2
O=C(Cc1ccccc1)Oc1cccc(-n2cnnn2)c1
 : 102	-10	-3	2.4	7	-3	0.5	2.3	1	9	5.0
CCOC(=O)N(CC)c1ccc(C(O)(C(=O)OCC)C(F)(F)F)cc1 (stereo unspecified)
 : 97	-13	3	0.0	-12	0	-0.4	0.1	-10	-8	0.3
Cc1ccsc1C(=O)C1CCCN(Cc2cnc(N)nc2)C1 (stereo unspecified)
 : 100	-10	-1	4.3	3	4	0.2	4.1	232	37	2.2
Cc1c(C(c2ccc(O)cc2)c2c(O)c3ccccc3oc2=O)c(=O)n(-c2ccccc2)n1C (stereo unspecified)
 : 101	-14	18	3.7	-1	-13	-3.4	0.2	3	-11	3.9
CCCN(CC#CCOc1ccc(OC)cc1)CCC
 : 98	2	-6	-4.0	1	4	1.1	2.1	1	-3	-1.2
CC(=O)OC1CCC2(C)C(CCC3C2CC(=O)C2(C)C3CC(N3CC3)C2C(C)=O)C1 (stereo unspecified)
 : /	-6	5	4.4	5	-2	-0.9	/	/	-6	/
COc1cc(NC(=O)CN2C3CCC2CC(O)(c2cccnc2)C3)cc(OC)c1 (stereo unspecified)
 : 102	27	7	2.5	-7	3	-1.3	0.7	-10	20	0.8
Cn1cccc1/C=C1/C(=O)NC(=O)N(C(C)(C)C)C1=O
 : 99	-6	-5	1.4	-3	-1	0.9	0.0	-5	10	-0.8
C[C@]12CCC3C(CC[C@@H]4CC(=O)CC[C@]34C)C1CC[C@@H]2O (stereo partly specified)
 : 112	15	12	3.0	-4	-4	-2.3	0.1	27	7	-0.6
CC(=O)OC1CCC2(C)C3CCC4(C)C(OC(C)=O)CCC4C3C(C)C2(O)C1 (stereo unspecified)
 : 96	-14	-18	3.7	0	3	4.0	/	/	-22	/
Oc1ccc(Br)cc1CN1CCN(c2ccccc2)CC1
 : 85	/	-20	2.6	0	1	3.8	0.8	-4	7	1.5
O=C(NP(=O)(N1CC1)N1CC1)c1cc(I)ccc1I
 : 99	7	10	0.9	1	-6	-2.3	/	/	30	/
CN(C)C1(CNC(=O)Cc2ccccc2F)CCCCC1
 : 93	17	-7	1.1	0	-4	1.6	0.3	2	22	-0.2
COC(=O)C(O)(c1ccc(N(C)C(=O)OC(C)C)cc1)C(F)(F)F (stereo unspecified)
 : 110	-7	-11	2.2	0	2	2.0	-2.0	14	16	2.7
CN1CCN(c2cn[nH]c(=O)c2Cl)CC1
 : 107	2	11	7.0	1	-1	-2.1	0.7	-19	-6	1.4
CN(C)c1ccc(/C=C2/C(=O)NC(=O)N(CCc3ccc(F)cc3)C2=O)cc1
 : 118	16	15	3.5	-13	-5	-2.1	-1.1	-7	-2	2.9
O=C(O)c1ccc(-n2c(O)c(/C=C3\C=Nc4ccccc43)c(=O)[nH]c2=O)cc1
 : 96	13	14	1.8	6	2	-3.0	-2.2	-18	-5	0.1
CCc1c(C)nc(N)nc1N1N=C1SCC(N)=O
 : 99	13	20	2.2	-4	-2	-4.0	-1.2	20	15	1.4
COc1ccc(C(=O)C2CCCN(Cc3ccon3)C2)cc1OC (stereo unspecified)
 : 101	13	8	2.0	-6	1	-1.5	-0.8	9	7	-1.0
Cc1ccccc1C(=O)NC(Oc1ccccc1)C(Cl)(Cl)Cl (stereo unspecified)
 : 79	-4	-14	2.9	-8	2	2.8	-1.8	6	6	0.8
NCCc1c[nH]c2ccccc12
 : 102	-10	-11	4.0	-4	-1	2.3	0.5	334	4	6.5
Cc1cc(NCCN)nc2ccccc12
 : 101	9	12	3.6	3	-5	-2.3	0.4	-14	27	5.0
Cc1nn(CC(=O)N2CCC3(CC2)OCCO3)c(=O)c2cc3ccccc3n12
 : 99	-3	6	0.0	-3	-4	-1.2	1.5	146	-13	2.4
Cc1cc(Cl)ccc1OCCCC(=O)NCc1cccs1
 : 126	-18	2	2.5	0	4	-0.4	0.7	13	15	0.8
CCN(C(=O)COC(=O)C(O)(c1ccccc1)c1ccccc1)c1c(N)n(Cc2ccccc2)c(=O)[nH]c1=O
 : 104	/	15	0.1	5	5	-2.3	/	/	30	/
Nc1ccccc1Cl
 : 102	/	11	0.9	2	-1	-2.0	-2.7	113	26	0.5
OC1/C(=C/c2ccc(F)cc2)N2CCC1CC2 (stereo unspecified)
 : 83	-12	1	1.8	-4	4	-0.1	-1.1	-7	21	0.2
C[C@H](NC(=O)N1C[C@H]2C[C@@H](C1)c1cccc(=O)n1C2)C(=O)Nc1ccccc1F
 : 105	7	4	0.8	4	1	-0.8	-0.7	53	6	1.7
CN1CCN(c2ccc(F)cc2N)CC1
 : 126	/	1	2.2	-7	-1	-0.2	-1.4	-17	7	1.3

# The list goes on.
# The line under a structure holds: DSG3 Ab inh	PfHsp90 yeast 2	MOR-DOR inv ag	phage Ecoli inh	PKA-R1A activ	Tat transport	MOR-DOR ag	Ecoli viability	Mot1-301 SUMO	Arrestin-AP2 inh	AddAB inh
CCC(C)C1NC(=O)C(NC(=O)C(CC(C)C)N(C)C(=O)C2CCCN2C(=O)C(C)O)C(C)OC(=O)C(Cc2ccc(OC)cc2)N(C)C(=O)C2CCCN2C(=O)C(CC(C)C)NC(=O)[C@H](C)C(=O)[C@H](C(C)C)OC(=O)CC1O (stereo partly specified)
 : 71	-18	-6	3.0	1	-4	1.5	/	/	-10	/
O=C(C1CC(=O)N(C2CCCCCCC2)C1)N1CCC2(CC1)OCCO2 (stereo unspecified)
 : 93	23	0	2.8	-8	-8	0.1	-1.9	3	-4	-1.9
CC(=O)Nc1ccccc1OP1(=O)COc2ccccc2OC1
 : 100	-13	3	1.2	-8	-5	-0.7	-5.1	-7	6	1.1
CS(=O)(=O)N1CCCC(C(=O)N2CCC3(CC2)OCCO3)C1 (stereo unspecified)
 : 107	-5	7	2.2	-4	5	-1.3	-1.4	2	6	1.6
NNC(=O)c1ccc(O)cc1
 : 101	3	6	-2.3	-5	-7	-1.4	1.2	6	-6	0.6
Cc1nn(Cc2ccccc2Cl)c(C)c1C(=O)OCC(=O)N1CC(C)OC(C)C1 (stereo unspecified)
 : 101	22	7	3.7	-9	12	-1.6	0.7	-7	1	1.2
Cc1c(N)c(C)c([N+](=O)[O-])c(C)c1[N+](=O)[O-]
 : 98	-1	-17	0.8	-8	-1	3.3	0.2	-6	-12	-1.4
CC1CC2(C)C(=CC1=O)CCC1C3CCC(C)(O)C3(C)CC3OC312 (stereo unspecified)
 : /	4	15	2.7	-13	8	-3.0	/	/	-9	/
CN(CC(=O)Nc1ccccc1-c1ccccc1)C1CCCCC1
 : 106	-11	-23	3.6	-4	-3	5.5	1.3	0	3	2.5
CCC(=O)N1CC(=O)Nc2ccc(F)cc2C1c1ccc(F)cc1 (stereo unspecified)
 : 99	33	5	2.2	-9	3	-1.1	-1.4	-1	18	-1.8
O=C1N(c2cccc(Cl)c2)C(c2cccnc2)N2CCCN12 (stereo unspecified)
 : 101	4	9	5.6	-3	3	-1.7	2.4	13	10	3.6
CN(C)C(=O)Oc1ccc(Cl)c2cccnc12
 : 107	-2	12	0.2	-3	-13	-2.4	-0.9	8	-7	0.0
